High-throughput results as filed in PubChem.
PL biosyn Enam: blocks phospholipid synthesis in CHO cells, Enamine compounds; calls only at 10 µM; 20,000 tested, 0.4% active; ZR-82 CHO cells, pyrene fatty acid UV survival, CellTiter Blue; peroxisome-deficient CHO-K1 mutant line; plus DGAT-1, DGAT-2 and ACAT inhibitors;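 active = cell survival signal 2 SD away from solvent-only control wells, confirmed on one or two retests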;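 note: 3 h compound exposure then viability read about one day after UV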
Calls only. Not all compounds are listed (hit frequency here may not be typical).

O=P(Nc1c(Cl)cccc1Cl)(c1ccccc1)c1nc2c(s1)CCCC2 (centres undefined) was read as PL biosyn Enam inactive.
CC1CN=C(Nc2ccc(Cl)cc2)S1 (centres undefined) was read as PL biosyn Enam inactive.
NCCc1ccc(C(F)(F)F)cc1 was read as PL biosyn Enam inactive.
Screening CN(C)c1ccc([P+](=O)c2ccc(N(C)C)cc2)cc1 returned PL biosyn Enam inactive.
`CN1CCN(c2ccc(S(C)(=O)=O)cc2[N+](=O)[O-])CC1` gave PL biosyn Enam inactive.
`CCOP1(=S)/C(=C2\N(C)c3ccccc3C2(C)C)C=NN1c1ccccc1` (centres undefined) gave PL biosyn Enam inactive.
`NC(=O)OCC(F)(F)F` gave PL biosyn Enam inactive.
Nc1ccc(Cl)c(Cl)c1 was read as PL biosyn Enam inactive.
Screening CC1=Nc2ccccc2Sc2ccccc21 returned PL biosyn Enam inactive.
`CCNP(=O)(NCC)NC(=O)c1cc(C)n(C2CC2)c1C` gave PL biosyn Enam inactive.
Screening CN1/C(=C\C=C2C(=O)NC(=S)NC2=O)C(C)(C)c2ccccc21 returned PL biosyn Enam inactive.
For FC(F)(F)C1=NC(C(F)(F)F)=NP(N2CCCCC2)(N2CCCCC2)=N1 the results were PL biosyn Enam inactive.
For O=P(C=C(Cl)c1ccccc1)(/C=C(\Cl)c1ccccc1)Nc1ccccc1Cl the results were PL biosyn Enam inactive.
Screening c1ccn2c(C3CCCNC3)nnc2c1 (centres undefined) returned PL biosyn Enam inactive.
`CCOC(=O)c1cc(C(O)(C(=O)OC)C(F)(F)F)c(N=CN(C)C)o1` (centres undefined) gave PL biosyn Enam inactive.
Screening CN1/C(=C2/C=NN(C)P2(=S)N2CCCC2)C(C)(C)c2ccccc21 (centres undefined) returned PL biosyn Enam inactive.
For CC12CN3CC(C)(C1=O)C(=O)C(C)(C3)C2=O the results were PL biosyn Enam inactive.
OP(=S)(c1ccccc1)c1ccccc1 was read as PL biosyn Enam inactive.
For COC(=O)CCN1CC2(C)CC1CC(C)(C)C2 (centres undefined) the results were PL biosyn Enam inactive.
O=S(=O)(c1cc(Cl)c(O)c(Cl)c1)c1cc(Cl)c(O)c(Cl)c1 was read as PL biosyn Enam inactive.

No new results follow: entries from further up.
OP(=S)(c1ccccc1)c1ccccc1 was read as PL biosyn Enam inactive.
For COC(=O)CCN1CC2(C)CC1CC(C)(C)C2 (centres undefined) the results were PL biosyn Enam inactive.
O=S(=O)(c1cc(Cl)c(O)c(Cl)c1)c1cc(Cl)c(O)c(Cl)c1 was read as PL biosyn Enam inactive.

Entries shown so far containing four or more nitrogen atoms:
`CCNP(=O)(NCC)NC(=O)c1cc(C)n(C2CC2)c1C` gave PL biosyn Enam inactive.
For FC(F)(F)C1=NC(C(F)(F)F)=NP(N2CCCCC2)(N2CCCCC2)=N1 the results were PL biosyn Enam inactive.
Screening c1ccn2c(C3CCCNC3)nnc2c1 (centres undefined) returned PL biosyn Enam inactive.
Screening CN1/C(=C2/C=NN(C)P2(=S)N2CCCC2)C(C)(C)c2ccccc21 (centres undefined) returned PL biosyn Enam inactive.

The list continues.
`COP(=S)(C1=C(N2CCOCC2)/C(=C\c2ccccc2)CCC1)c1ccccc1` (centres undefined) gave PL biosyn Enam inactive.
For C=Cn1ccnc1P(=S)(c1ccccc1)c1nccn1C=C the results were PL biosyn Enam inactive.
`NCCc1nc2ccccc2[nH]1` gave PL biosyn Enam inactive.
C=Cn1ccnc1P(=S)(c1ccccc1)c1ccccc1 was read as PL biosyn Enam inactive.
For FC(F)(F)c1ccc(CN2CCNCC2)cc1 the results were PL biosyn Enam inactive.
`CC(C)c1ccc(OP(N)(=O)Oc2ccccc2F)cc1` (centres undefined) gave PL biosyn Enam inactive.
O=S(=O)(O)C(Cl)(Cl)c1ccccc1 was read as PL biosyn Enam inactive.
Screening O=c1oc2ccccc2c(O)c1C(c1ccc2c(c1)OCO2)c1c(O)c2ccccc2oc1=O returned PL biosyn Enam inactive.
Cc1cc(P(=S)(N2CCOCC2)N2CCOCC2)c(C)n1-c1ccc(N(C)C)cc1 was read as PL biosyn Enam inactive.
S=P1(N2CCOCC2)C2=C(CCC2)C2=C(CCC2)N1c1ccccc1 (centres undefined) was read as PL biosyn Enam inactive.
`COc1ccc(NP(=O)(OCC(F)(F)F)OCC(F)(F)F)cc1` gave PL biosyn Enam inactive.
Cc1ccc(P(=Nc2ccc([N+](=O)[O-])cc2Br)(Oc2cccc(Br)c2)C(C)(C)C)o1 (centres undefined) was read as PL biosyn Enam inactive.
Screening O=C(c1cc(Br)c[nH]1)C(Cl)(Cl)Cl returned PL biosyn Enam inactive.
`CCC1CCC(NC2CCC(CC)CC2)CC1` (centres undefined) gave PL biosyn Enam inactive.
Screening CC(C)(C)P(=S)(c1ccncc1)N1CCCCCC1 (centres undefined) returned PL biosyn Enam inactive.
`CCC1(C)CC(=O)NC(=O)C1` gave PL biosyn Enam inactive.
Screening OCC(O)CNC1CCCCCC1 (centres undefined) returned PL biosyn Enam inactive.
For Oc1cccc2cccnc12 the results were PL biosyn Enam inactive.
For COc1cc2c(c(OC)c1)C(=O)OC(C)CCCC(=O)CCCCC2 (centres undefined) the results were PL biosyn Enam inactive.
c1csc(CNC2=NCCS2)c1 was read as PL biosyn Enam inactive.
For Clc1ccc2sc(C3CCNCC3)nc2c1 the results were PL biosyn Enam inactive.
For Fc1ccc(N2CCNCC2)cc1 the results were PL biosyn Enam inactive.
For COc1cc([N+](=O)[O-])c(N)c([N+](=O)[O-])c1 the results were PL biosyn Enam inactive.
`Cc1cc(C(=O)OCC(=O)NC(=O)NC(C)C)c(C)n1C1CC1` gave PL biosyn Enam inactive.
`Nc1ccc(Sc2ccc(N)cc2)cc1` gave PL biosyn Enam inactive.
Screening Cc1ccc(OP(N)(=O)Oc2ccc(C)cc2)cc1 returned PL biosyn Enam inactive.
Screening Cc1ccc(P2(=S)N=C3c4ccccc4CN3c3cc(N(C)C)ccc32)o1 (centres undefined) returned PL biosyn Enam inactive.
CC1(C)CC2=NN(c3ccccc3)P(=S)(OC3CCCC3)C2=C(N2CCCCC2)C1 (centres undefined) was read as PL biosyn Enam inactive.
Screening CCN(CC)P(c1n(C)cc[n+]1C)N(CC)CC returned PL biosyn Enam inactive.
Screening CC[n+]1ccc(C)c2cc(P(=S)(c3ccccc3)c3ccccc3)ccc21 returned PL biosyn Enam inactive.
For Cc1ccc(/C=C2\CC3C4CC=C5CC(O)CCC5(C)C4CCC3(C)C2O)o1 (centres undefined) the results were PL biosyn Enam inactive.
For CC12CCC(O)CC1CCC1C2CCC2(C)C(C(=O)O)CCC12 (centres undefined) the results were PL biosyn Enam inactive.
Screening Nc1c([N+](=O)[O-])cc(C(F)(F)F)cc1[N+](=O)[O-] returned PL biosyn Enam inactive.
`Brc1ccc2[nH]cc(CNCCN3CCOCC3)c2c1` gave PL biosyn Enam inactive.
Screening CN1C(=O)CC(=O)NC1=O returned PL biosyn Enam inactive.
For C/C(=N\NP(=S)(c1ccccc1)c1ccccc1)c1ccc(O)cc1O the results were PL biosyn Enam inactive.
CC(C)Oc1ccc(NP(=O)(Oc2ccc(Cl)cc2)Oc2ccc(Cl)cc2)cc1 was read as PL biosyn Enam inactive.
`CN(C)c1ccc2c(c1)N=C(c1ccco1)OP2(=S)N1CCOCC1` (centres undefined) gave PL biosyn Enam inactive.
For CN(C)c1ccc2c(c1)N=C(c1ccc(Cl)cc1)OP2(=S)N1CCOCC1 (centres undefined) the results were PL biosyn Enam inactive.
`NC(=S)Nc1ccc(F)cc1` gave PL biosyn Enam inactive.

5 records drawn at random from those above, as already listed:
For COc1cc2c(c(OC)c1)C(=O)OC(C)CCCC(=O)CCCCC2 (centres undefined) the results were PL biosyn Enam inactive.
Screening Nc1c([N+](=O)[O-])cc(C(F)(F)F)cc1[N+](=O)[O-] returned PL biosyn Enam inactive.
For FC(F)(F)C1=NC(C(F)(F)F)=NP(N2CCCCC2)(N2CCCCC2)=N1 the results were PL biosyn Enam inactive.
Screening CC1=Nc2ccccc2Sc2ccccc21 returned PL biosyn Enam inactive.
O=S(=O)(c1cc(Cl)c(O)c(Cl)c1)c1cc(Cl)c(O)c(Cl)c1 was read as PL biosyn Enam inactive.

Next section.
For COP1(=S)C2=C(N3CCCC3)CCCC2=NN1c1ccccc1 (centres undefined) the results were PL biosyn Enam inactive.
`Cc1cc(C(=O)OCC(=O)NC(=O)NC(C)(C)C)c(C)n1C1CC1` gave PL biosyn Enam inactive.
For C=Cn1ccnc1P(=S)(c1ccc(Cl)cc1)c1nccn1C=C the results were PL biosyn Enam inactive.
`NP(=O)(Oc1ccccc1Cl)Oc1ccccc1Cl` gave PL biosyn Enam inactive.
Cc1ccc(C)c(/C=N/NP(=S)(c2ccccc2)c2ccccc2)c1 was read as PL biosyn Enam inactive.
Screening N=C1c2ccccc2CN1CCSC(F)(F)F returned PL biosyn Enam inactive.
CN1C(=C2C(=O)NC(=O)NC2=O)Sc2ccccc21 was read as PL biosyn Enam inactive.
Screening O=C1CCS(=O)(=O)C1(Cl)Cl returned PL biosyn Enam inactive.
`O=c1oc2ccccc2c2c1C(c1ccc(C(F)(F)F)cc1)c1c(c3ccccc3oc1=O)O2` gave PL biosyn Enam inactive.
`CCn1c2ccccc2c2cc(P(=O)(Oc3ccc(Br)cc3Br)C(C)(C)C)ccc21` (centres undefined) gave PL biosyn Enam inactive.
Screening O=C1COc2ccc(C(=O)C[N+]34CCN(CC3)CC4)cc2N1 returned PL biosyn Enam inactive.
For COc1ccc(OC)c(NP(=O)(Oc2ccc(Cl)cc2)Oc2ccc(Cl)cc2)c1 the results were PL biosyn Enam inactive.
`O=c1cc(CN2CCNCC2)nc2sccn12` gave PL biosyn Enam inactive.
Cc1ccc(NC2=NC(C)(C)CS2)cc1 was read as PL biosyn Enam inactive.
`Oc1ccccc1/C=N/NP(=S)(c1ccccc1)c1ccccc1` gave PL biosyn Enam inactive.
Screening CCN(CC)P(=O)(NC(=O)c1cccn1C)N(CC)CC returned PL biosyn Enam inactive.
COCCN(CCOC)P(=S)(/C=C(\Cl)c1ccccc1)/C=C(\Cl)c1ccccc1 was read as PL biosyn Enam inactive.
`O=P(NNc1cccc(C(F)(F)F)c1)(Oc1ccccc1)Oc1ccccc1` gave PL biosyn Enam inactive.
`CC(NP(=O)(/C=C(\Cl)c1ccccc1)/C=C(\Cl)c1ccccc1)C1CC2CCC1C2` (centres undefined) gave PL biosyn Enam inactive.
For c1ccc2sc(Cc3cn4ccccc4n3)nc2c1 the results were PL biosyn Enam inactive.

5 structures already listed, arranged by molar mass, high to low.
`CC(NP(=O)(/C=C(\Cl)c1ccccc1)/C=C(\Cl)c1ccccc1)C1CC2CCC1C2` (centres undefined) gave PL biosyn Enam inactive.
Cc1ccc(C)c(/C=N/NP(=S)(c2ccccc2)c2ccccc2)c1 was read as PL biosyn Enam inactive.
CN1C(=C2C(=O)NC(=O)NC2=O)Sc2ccccc21 was read as PL biosyn Enam inactive.
For c1ccc2sc(Cc3cn4ccccc4n3)nc2c1 the results were PL biosyn Enam inactive.
Cc1ccc(NC2=NC(C)(C)CS2)cc1 was read as PL biosyn Enam inactive.

Going on with the list.
`COc1cc(/C=N/Nc2ccccn2)ccc1OP(=S)(c1ccncc1)c1ccncc1` gave PL biosyn Enam inactive.
O=P(Nc1ccc(F)cc1)(Oc1ccc(Cl)cc1)Oc1ccc(Cl)cc1 was read as PL biosyn Enam inactive.
`Nc1ccncc1Cl` gave PL biosyn Enam inactive.
`O=C(Nc1nccs1)C(Cl)(Cl)Cl` gave PL biosyn Enam inactive.
`CCNc1ccc(P(=S)(CC)CC)cc1` gave PL biosyn Enam inactive.
`CN1C(=O)N(C)C(=O)C2(Sc3ccccc3C2=O)C1=O` gave PL biosyn Enam inactive.
Screening O=C1NC(=S)NC(=O)C1=Cc1ccsc1 returned PL biosyn Enam inactive.
O=P(Nc1cccc2cccnc12)(Oc1ccccc1F)Oc1ccccc1F was read as PL biosyn Enam inactive.
COc1cccc(NP(=O)(Oc2ccccc2Cl)Oc2ccccc2Cl)c1 was read as PL biosyn Enam inactive.
